CFTR F508del cor: CFTR F508del correction in bronchial cells. hit rate 0.36% among 350,000. activity (quench increase), % at 7.58 µM. CFBE cells, YFP halide quenching; stimulated with forskolin plus potentiator P3; % fluorescence drop versus neutral controls;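 active = mean added fluorescence quench of at least 8% versus neutral control, with both replicates also reaching 8%; inconclusive = only one of the mean or replicate conditions met; inactive = mean below 8% and not both replicates reaching 8%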;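 note: cells transiently co-express mutant CFTR-F508del with the halide-sensitive YFP; corrector assay measuring rescue of mutant channel to the surface after 24 h compound exposure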
ERAP1 HTS inh: inhibitors of human ERAP1 aminopeptidase; Q9NZ08; recombinant ERAP1, Leu-AMC fluorescence, 60 min; inhibition, % at 10.7 µM; hit rate 0.15% among 340,000; AID 652197;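 active = mean replicate inhibition of at least 30%, or all replicates individually reaching that 30% level; inactive = mean below 30% and not every replicate reaching it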;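 note: 0% = neutral control wells and 100% = L-leucinethiol positive control wells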
Target sequence (Q9NZ08 whole entry, looked up): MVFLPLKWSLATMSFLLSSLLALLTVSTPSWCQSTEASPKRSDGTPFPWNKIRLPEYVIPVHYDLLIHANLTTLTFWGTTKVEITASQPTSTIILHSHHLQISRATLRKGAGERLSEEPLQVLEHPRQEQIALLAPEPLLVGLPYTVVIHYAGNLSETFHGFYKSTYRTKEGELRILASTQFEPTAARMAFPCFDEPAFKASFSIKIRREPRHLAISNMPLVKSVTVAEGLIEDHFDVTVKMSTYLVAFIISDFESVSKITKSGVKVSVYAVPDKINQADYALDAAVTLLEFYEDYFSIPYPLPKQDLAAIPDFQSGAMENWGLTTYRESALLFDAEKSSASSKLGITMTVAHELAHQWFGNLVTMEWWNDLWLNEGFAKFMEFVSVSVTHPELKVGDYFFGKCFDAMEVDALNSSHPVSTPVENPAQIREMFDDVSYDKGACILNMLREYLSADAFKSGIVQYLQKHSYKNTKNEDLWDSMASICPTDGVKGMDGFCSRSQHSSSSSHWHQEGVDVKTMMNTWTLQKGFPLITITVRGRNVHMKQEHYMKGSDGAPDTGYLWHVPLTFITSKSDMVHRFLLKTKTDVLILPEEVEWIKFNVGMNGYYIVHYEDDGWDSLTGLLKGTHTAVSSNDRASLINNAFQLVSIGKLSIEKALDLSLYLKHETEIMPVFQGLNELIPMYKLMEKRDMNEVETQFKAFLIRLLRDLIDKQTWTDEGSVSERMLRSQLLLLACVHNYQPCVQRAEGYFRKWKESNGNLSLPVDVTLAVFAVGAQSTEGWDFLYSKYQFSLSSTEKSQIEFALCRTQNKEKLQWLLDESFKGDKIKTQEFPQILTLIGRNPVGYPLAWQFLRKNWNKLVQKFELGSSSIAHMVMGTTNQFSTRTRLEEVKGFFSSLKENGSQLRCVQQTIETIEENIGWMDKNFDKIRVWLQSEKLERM
ARNT-TACC3 inh: disrupts binding between human ARNT and TACC3; Q9Y6A5; AlphaScreen His-ARNT PAS-B/GST-TACC3 binding, luminescence; TACC3 fragment carries E629A point mutation; inhibition, % at 9.99 µM; hit rate 0.66% among 390,000;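 active = mean inhibition of replicates at least 50% and at least half of replicates each reaching 50%; inconclusive = half or more replicates reach 50% but mean below 50%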;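 note: 0% = complete ARNT plus TACC3 wells and 100% = ARNT alone without TACC3; many hits fall short of the cut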
RAD54 inh: blocks human RAD54 Holliday junction branch migration; inhibition, % at 10.4 µM; FAM/BHQ fluorescence; AID 602329; hit rate 0.14% among 360,000;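 active = mean normalized replicate activity at least 40 and at least half of replicates scoring 40 or more; inconclusive = only one of the two criteria met; inactive = mean below 40 and under half of replicates reaching 40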;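 note: 0% = median of neutral control wells and 100% = median of positive control wells; inhibitors cause a drop in the FAM fluorescence signal; in these data hits start at about 50%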
XiGFP reactiv: activators of X-chromosome reactivation in mouse fibroblasts | activation, % at 7.58 µM | AID 743238 | hit rate 0.055% among 360,000 | XiGFP mouse fibroblasts, % GFP-positive cells imaging, 3 d; cells co-treated with 5-aza-dC sensitizer; scaled so ellipticine positive control = 100%;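 active = mean normalized replicate activation at least 10% and every replicate at or above 10%; inconclusive = only one of the two criteria met; inactive = mean below 10% and not all replicates reach 10%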;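 note: 0% = median of on-plate neutral control wells and 100% = ellipticine 6 µM median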
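Schedule: 3 d treatment, 15 min room-temperature fixation; system: 68-5-11 XiGFP fibroblast line; buffer or medium: DMEM plus 5-aza-dC sensitizer; control set: ellipticine 6 µM positive control; compound: one concentration, pinned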
INS-1E GSIS act: primary screen for activators of insulin secretion dependent on glucose, INS-1E cells, GLuc reporter luminescence | AID 743287 | activation, % at 16.6 µM | INS-1E GLuc reporter insulin secretion, 2-3 h | hit rate 0.61% among 370,000;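 active = lowest replicate activation of at least 40%, so every replicate reaches that level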;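 note: 0% = median of neutral control wells and 100% = median of IBMX positive control wells; some compounds called inactive have numbers as strong as hits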
RAD52 anneal inh: inhibitors of human RAD52 DNA annealing. inhibition, % at 18.7 µM. P43351. AID 651710. hit rate 0.46% among 360,000. recombinant RAD52 DNA annealing, FRET fluorescence;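 active = every replicate showing at least 50% inhibition; inconclusive = mean inhibition at least 50% but not in every replicate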
esBAF inh: SWI/SNF esBAF complex inhibition; mouse ES cells, Bmi1-luciferase knock-in reporter, 24 h; 100% = twice the neutral-well signal; reporter increase, % at 12.5 µM; hit rate 2% among 350,000; AID 602393; in the data active = activation above about 40%; inconclusive = no clear call, values can overlap the other calls;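 note: 0% = median of the plate's neutral control wells and 100% = double that signal; a rise in the Bmi1 reporter signal indicates esBAF inhibition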
* hit, by the source's call; ? = inconclusive; / = no result given; & = joins results of further samples.

SMILES	CFTR F508del cor	ERAP1 HTS inh	ARNT-TACC3 inh	RAD54 inh	XiGFP reactiv	INS-1E GSIS act	RAD52 anneal inh	esBAF inh
COc1ccc(Cl)cc1S(=O)(=O)N1CCC(C(=O)NCCc2ccccc2)CC1	-0.1	-4	0	-11	0.0	-2	1	12
COc1ccc2oc(C(=O)OCC(=O)Nc3ccc(C(=O)N(C)C)cc3)c(C)c2c1	-2.5	-4	-6	-8	0.0	21	-13	10
CSc1nc(C(=O)N2CCc3c([nH]c4ccccc34)C2c2ccccn2)cs1 (centres undefined)	2.4	0	2	-6	0.4	-8	-6	-5
C[C@H]1CN([C@@H](C)CO)C(=O)c2cc(-c3cccc(F)c3)cnc2O[C@H]1CN(C)C(=O)c1cnccn1	0.5	-1&-1&-2	19&3	-1&0&2	0.2	6&23	3&9&-6	-5&0&1
CN(C)C(=O)C[C@H]1CC[C@@H](NC(=O)Nc2cccc(F)c2)[C@@H](CO)O1	0.3	4	5	8	0.0	20	-11	1
Cc1nc(-c2ccc(NC(=O)c3ccco3)cc2)cs1	0.2	-8	-3	-2	0.1	9	-18	-77
COCC(=O)Nc1ccc2c(c1)[C@H]1C[C@@H](CC(=O)NC3CCCCC3)O[C@H](CO)[C@H]1O2	0.2	2	-5	1	0.4	-3	-9	2
CC(C)c1nc(CNC(=O)c2cc(COc3c(F)cccc3F)on2)cs1	-0.9	-1	-6	/	0.1	-9	-21	/
CC(=O)N1C[C@@H](CO)[C@@H]2C[C@H]1c1ccccc1N2C	1.6	-1	/	/	0.2	26	-3	/
CCC(=O)Nc1ccc2c(c1)C(=O)N(C)C[C@H](OC)[C@H](C)CN(CC1CCOCC1)[C@@H](C)CO2	-1.0	/	2	7	0.1	10	/	2
CC1CCN(C(=O)c2[nH]cnc2C(=O)Nc2cccc(Cl)c2)CC1	1.5	1	-2	2	0.0	0	-20	-1
Cc1cc2cc(C#N)c(N3CCN(S(C)(=O)=O)CC3)nc2cc1C	0.4	-5	-1	-6	-0.1	9	-17	4
CCOC(=O)[C@]12CCCC=C1N(Cc1cccc3ccccc13)C(=O)[C@H](CC(=O)NCc1ccc(C)o1)C2	-3.2	/	/	/	0.0	-43	-25	/
CO[C@H]1CN(C)C(=O)c2ccc(NC(=O)c3cnccn3)cc2OC[C@H](C)N(C(=O)C2CC2)C[C@H]1C	0.8	-1	-6	-5	0.1	0	-7	5
CCn1c(SCC(=O)N2CCN(c3ccccc3)CC2)nnc1-c1ccoc1C	/	-2	2	0	/	/	-17	-2
C[C@@H]1CN([C@@H](C)CO)S(=O)(=O)c2ccc(C3=CCCC3)cc2O[C@@H]1CN(C)C(=O)c1ccncc1	-0.8	1	-1	5	-0.6	11	-1	-4
Cc1ccc(S(=O)(=O)NCC(=O)N(CC(=O)NCC2CCCO2)Cc2ccccc2Cl)cc1 (centres undefined)	1.1	-1	-22	6	0.1	7	-6	4
CCN1CCN(C(=S)Nc2cc(C(=O)OC)ccc2C(=O)OC)CC1	3.5	-3	-5	5	-0.2	-11	13	6
O=C(CCc1c[nH]c2ccccc12)Nc1ccc(Nc2cccnc2)cc1	-0.4	3	/	/	0.3	/	-6	/
C[C@@H]1CN([C@@H](C)CO)C(=O)c2cc(NC(=O)CCC(F)(F)F)ccc2O[C@@H]1CN(C)Cc1ccc(-c2ccccc2)cc1	-1.5	/	-2	-8	-0.6	-22	-32	-1
O=S1(=O)N[C@H](Cc2ccccc2)COc2cc(N3CCSCC3)ccc21	0.2	/	/	/	0.2	-8	-22	/
COc1ccccc1NS(=O)(=O)c1ccc(C(=O)N2CCCC(C(F)(F)F)C2)cc1 (centres undefined)	-1.3	3	2	-1	-0.1	-5	-2	-2
O=C(CSc1nc2[nH]c(=O)cc(O)c2s1)Nc1nccs1	0.2	-31	1	-4	0.7	26	-6	3
Cc1cc(Br)c2c(c1)C(O)(N1CCCCC1C)C(=O)N2 (centres undefined)	3.9	0	-8	/	0.0	-2	-4	-9
COc1ccccc1NS(=O)(=O)c1cc(NC(=O)c2cccs2)ccc1N1CCCCC1	/	0	-5	/	-0.1	10	-3	/

Further structures:
SMILES	CFTR F508del cor	ERAP1 HTS inh	ARNT-TACC3 inh	RAD54 inh	XiGFP reactiv	INS-1E GSIS act	RAD52 anneal inh	esBAF inh
C[C@@H]1CCCCO[C@H](CN(C)C(=O)NC2CCCCC2)[C@H](C)CN([C@@H](C)CO)C(=O)c2cc(N(C)C)ccc2O1	2.8	-1	10	-7	0.3	-18	21	0
O=C(OCC(=O)N1CCCCC1)c1ccc2ccccc2n1	1.6	2	4	1	0.2	7	5	-9
COc1ccc(S(=O)(=O)NNC(=O)C2Cc3c(ccc4ccccc34)O2)cc1 (centres undefined)	/	/	2	-13	/	-24	/	-23
CCC1CCCCN1CCCNC(=O)CSc1nc2nc(C)c(Cc3ccccc3Cl)c(C)n2n1 (centres undefined)	-3.2	-2	4	0	0.0	-3	-25	0
O=C(CNC(=O)C12CC3CC(CC(C3)C1)C2)Nc1ncccc1O	-0.6	-1	12	9	0.1	18	-6	1
COc1ccccc1/C=C/C(=O)NCC(=O)N/N=C(\CCC(=O)O)c1ccccc1	0.0	3	/	/	0.2	1	-15	/
Cc1cc(OCC(=O)Nc2ccc(CN3CCCCC3)cc2)ccc1Cl	0.8	8	2	/	0.0	12	-11	/
CCC(=O)NC(=S)NNC(=O)COc1ccc(Br)cc1	3.2	0	1	/	0.1	2	-10	/
O=C(O)c1cccc(Nc2nc(C(F)(F)F)nc3ccccc23)c1	0.1	-45	0	/	0.0	3	-9	/
O=C(CN1CCN(S(=O)(=O)c2ccc(Br)cc2)CC1)N/N=C/c1ccccc1C(=O)O	-0.9	-5	7	-12	0.7	8	-19	-5
Cc1nn(-c2ccccc2)c(C)c1/C=N/n1cnnc1	-2.8	-3	-11	/	0.4	15	-21	/
CCCOc1ccc2ccccc2c1/C=C1\SC(=O)NC1=O	1.8	-2	2	-5	0.2	-58	-12	2
O=C(Cc1ccccc1)N1CC(=O)N2[C@H](C1)[C@H](c1ccc(Br)cc1)[C@@H]2CO	-1.6	4	/	/	0.3	20	1	/
Cc1c(O)c(S(=O)(=O)c2ccccc2)c(=O)n(-c2ccccc2)c1-c1ccccc1	/	/	-10	-18	0.0	12	/	/
CCCC(=O)N1CCc2cc(OC)c(OC)cc2C1COc1ccccc1OC (centres undefined)	-1.7	5	8	3	0.0	4	-12	-2
CC(=O)c1sc(-c2ccccc2)cc1N	-3.7	-1	-5	-3	0.1	10	-26	/
O=C(C1CCN(S(=O)(=O)c2cnc[nH]2)CC1)N1CCn2c1nc1ccccc12	0.1	2	-5	-5	/	-7	-16	-2
COc1ccc(-c2csc(C(NC(C)=O)c3cccc(OC)c3)n2)cc1 (centres undefined)	-1.2	-1	/	2	0.1	-22	-11	1
C[C@@H](C(=O)N1CCN(C(=O)OC(C)(C)C)CC1)n1cc(CCCN=C(NC(=O)OC(C)(C)C)NC(=O)OC(C)(C)C)nn1	-0.5	/	-11	-13	-0.1	2	0	5
CCOc1cc(N2CCOCC2)c(OCC)cc1NS(=O)(=O)c1cc(NC(C)=O)ccc1OC	-0.7	3	0	2	0.2	-8	-18	-11
CCOC(=O)c1cnc(-n2cc(C)cn2)nc1NCc1ccc2c(c1)OCO2	/	/	0	8	/	-33	/	-1
COc1cccc(NC(=O)C2CC2(c2cccc(OC)c2)c2cccc(OC)c2)c1 (centres undefined)	-2.6	5	-1	1	-0.1	-3	0	/
COc1ccc(CNC(=O)CCn2c(=O)oc3ccccc32)c(OC)c1	1.3	/	-3	2	0.0	58*	-14	-11
CCC(=O)Nc1cccc2ccccc12	-1.3	0	/	-6	0.0	-13	5	-4
CCN(C(=O)CCS(=O)(=O)c1ccc2c(c1)oc(=O)n2C)c1ccc(OC)cc1	2.3	1	1	6	0.2	24	3	0

Additional entries follow:
SMILES	CFTR F508del cor	ERAP1 HTS inh	ARNT-TACC3 inh	RAD54 inh	XiGFP reactiv	INS-1E GSIS act	RAD52 anneal inh	esBAF inh
O=C(COc1ccc2ccc(=O)oc2c1)NCc1ccccn1	-0.2	2	-7	-8	0.1	-6	-7	8
COc1ccc(N2CCN(C(=O)Cn3c(=O)c4cccn4c4cccnc43)CC2)cc1	1.2	4	9	0	0.0	2	-18	-1
COc1cc(/C=N/Nc2ccccc2[N+](=O)[O-])cc(OC)c1O	0.4	4	-4	8	-0.1	52	-4	14
O=C(CN1C(=O)C2CC=CCC2C1=O)NC1CCCCC1 (centres undefined)	1.3	-4	-2	-7	0.0	0	-20	-4
Cc1cccc(NC(=O)CSc2nc3c(oc4ccccc43)c(=O)n2-c2ccccc2)c1	/	2	-11	/	0.0	7	-20	/
CN1CCN(CCOc2ccc(-c3ccccc3)cc2)CC1	0.9	-6	-10	3	0.0	6	-7	3
Cc1nn(CCOc2ccccc2)c(=O)n1-c1c(F)cccc1F	/	4	-2	-17	/	-7	-9	?
COC(=O)C1=NNC(C(=O)c2ccco2)C1c1ccc(OC)cc1 (centres undefined)	0.0	0	-54	-9	0.0	11	4	-1
O=C(CCn1c(=S)oc2ccccc21)Nc1ccc(F)cc1	2.6	-11	-4	/	0.0	14	-6	/
O=C(C[C@H]1C[C@@H]2c3cc(NC(=O)C4CCOCC4)ccc3O[C@@H]2[C@@H](CO)O1)NCc1ccncc1	-1.1	1	1	4	0.2	13	5	2
C[C@H](CO)N1C[C@H](C)[C@H](CN(C)S(C)(=O)=O)OCCCC[C@H](C)Oc2ccc(NC(=O)C3CCCCC3)cc2C1=O	-4.8	/	/	/	-1.0	-3	/	13
S=C(NCc1ccncc1)NC1CCCCC1	-3.6	-2	-8	6	0.0	-8	-24	/
CCCN1C[C@H](C)[C@@H](OC)CN(C)C(=O)c2ccc(NS(=O)(=O)c3cn(C)cn3)cc2OC[C@H]1C	-0.2	-1	-1	9	0.0	8	1	-5
COc1ccc(S(=O)(=O)Nc2ccc3c(c2)CC(=O)N([C@H](C)CO)C[C@@H](C)[C@@H](CN(C)S(=O)(=O)c2cn(C)cn2)O3)cc1	-2.7	2	-1	-8	0.0	3	-4	-6
CCC(CC)C(=O)N(C)c1c(C)nc2c(OCC(=O)N(C)C)cccn12	0.4	-1	/	-3	0.0	-2	-16	-10
C[C@@H]1CCCCO[C@@H](CN(C)C(=O)CCC(F)(F)F)[C@@H](C)CN([C@H](C)CO)C(=O)c2cc(NS(=O)(=O)c3ccc(F)cc3)ccc2O1	-0.5	3	12	-1	0.2	6	14	-12
COCCN(C(=O)COC(=O)C12CC3CC(CC(C3)C1)C2)c1c(N)n(Cc2ccccc2)c(=O)[nH]c1=O	-0.2	-5	-8	-5	0.2	-55	-8	0
COc1ccc(CN2C(=O)c3ccccc3C2=O)cc1C(=O)OC(C)C(=O)NC(N)=O (centres undefined)	2.7	-6	/	/	0.5	9	-22	/
CN(C1CCCC1)C1CCN(C(=O)CNC(=O)/C=C/c2ccc(F)cc2)CC1	3.2	-1	-6	1	0.4	4	-19	-1
CC(C)(O)C#Cc1ccc(CN2CCN(CCc3ccccc3)C(CCO)C2)s1 (centres undefined)	-0.2	-2	5	/	0.1	-2	-27	/

Just XiGFP reactiv, for some of the entries so far:
smiles | XiGFP reactiv
CN(C1CCCC1)C1CCN(C(=O)CNC(=O)/C=C/c2ccc(F)cc2)CC1 | 0.4
COc1ccc(CN2C(=O)c3ccccc3C2=O)cc1C(=O)OC(C)C(=O)NC(N)=O (centres undefined) | 0.5

Screening data from PubChem BioAssay.
